POLH inh: inhibitors of human DNA polymerase eta; Q9Y253; recombinant Pol eta, fluorescent DNA replication assay; Potency, µM (top dose mostly 114 µM), inactives show at the top dose activity change, negative = inhibition, usual class: inhibitors; hit rate 1.2% among 390,000; AID 588591; further: potency means the concentration at half of the fitted maximal effect; on the % scale 0 is the no-effect control and ±100 the full control effect
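Fluorescent replication assay: 50 nM final substrate added after a 15 min room-temperature compound preincubation with 10 nM enzyme. Signal taken at 0 min and again at 10 min.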
Tb PGK inh: T. brucei PGK inhibition | P07378 | PGK/GAPDH coupled, Kinase-Glo luminescence, 60 min | Potency, µM (highest dose often 57.5 µM), for inactives: at the top dose activity change, negative = inhibition, usual class: inhibitors | hit rate 0.043% among 380,000; further: potency means the concentration at half of the fitted maximal effect; on the % scale 0 is the no-effect control and ±100 the full control effect; nearly all actives have a fitted effect of over 60% in size
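Luminescent ATP detection (Kinase-Glo Plus) follows a 60-minute room-temperature incubation, with wells lacking PGK as controls. Buffer: 100 mM TEA (pH 7.6), 5 mM MgCl2, 0.01% Tween-20. Coupling enzyme GAPDH (100 nM final) supplies unstable 1,3-BPG in-well.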
HP1b binding inh: HP1-beta chromodomain-methylated histone interaction inhibition. Potency, µM (top dose mostly 114 µM), for inactives: top-dose activity change, negative = inhibition, hits mostly inhibitors. P83916. hit rate 0.56% among 390,000. AlphaScreen HP1-beta / biotin-H3K9me3 peptide binding; further: potency means the concentration at half of the fitted maximal effect; nearly all actives have a fitted effect of over 70% in size; inactives centre near 23
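HP1-beta protein (50 nM final) preincubated 30 min at room temperature with biotinylated H3(1-18)K9me3 peptide (50 nM) in PBS pH 7.4, 0.01% Tween-20, then compound added for 30 min. AlphaScreen streptavidin donor/nickel chelate acceptor beads (10 ug/mL final), 30 min dark, luminescence read.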
Pin1 inhibitor: inhibitors of human Pin1. AID 504891. hit rate 0.009% among 390,000. Potency, µM (top dose mostly 115 µM), without a hit: at the highest dose activity, negative = inhibition, hits mostly inhibitors. Pin1 FP peptide displacement, HiFluor488, 10 min. Q13526; active means well fitted inhibition curve with a large enough effect in the polarisation, with a control signal flat, not every such curve was filed as active; inconclusive means small, poorly fitted or top-dose-only effect, or effect the other way, or a change in a side signal; inactive means no such curve, though single readings can be large or run the other way; the % refers to the polarisation; further: potency means the concentration at half of the fitted maximal effect; on the % scale 0 is the no-effect control and ±100 the full control effect
BAZ2B block: BAZ2B (human) inhibition; Q9UIF8; AlphaScreen BAZ2B-H3K14Ac peptide displacement; Potency, µM (highest dose often 114 µM), for the others: top-dose activity change, negative = inhibition, actives largely listed as inhibitors; hit rate 4.4% among 360,000; further: potency means the concentration at half of the fitted maximal effect; on the % scale 0 is the no-effect control and ±100 the full control effect; nearly all actives have a fitted effect of over 60% in size
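In this displacement format the biotinylated H3(5-23) peptide acetylated at Lys14 serves as ligand at 50 nM, with BAZ2B at 50 nM in PBS pH 7.4 containing 0.01% Tween-20. Donor and acceptor beads are 10 ug/mL final.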
JMJD2A Tudor inh: inhibitors of human JMJD2A Tudor domain; AlphaScreen JMJD2A-Tudor / H3K4me3 peptide binding; O75164; hit rate 4.4% among 390,000; Potency, µM (series often up to 114 µM), without a hit: top-dose activity change, negative = inhibition, usual class: inhibitors; further: potency means the concentration at half of the fitted maximal effect; on the % scale 0 is the no-effect control and ±100 the full control effect; nearly all actives have a fitted effect of over 50% in size
PI4K2A inh: blocks human PI4K2A kinase activity | Q9BTU6 | purified PI4K2A, ADP-Glo luminescence, 1 h; stronger effect = lower value | activity change, negative = inhibition, % at 76.9 µM | hit rate 0.13% among 420,000; in the data active means activity change below about -50%; inconclusive means mostly about -30% to -49%;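 further: -100% = wells without enzyme as full effect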
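In this quantitative HTS, ADP production by PI4K2A was quantified luminescently after 1 h at ambient temperature; 100 microM adenosine served as plate-quality control.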
G9a inh: G9a (human) methyltransferase inhibition. Q96KQ7. G9a H3K9 monomethylation, AlphaScreen, 2 h. Potency, µM (series often up to 102 µM), for the others: top-dose activity, negative = inhibition, hits mostly inhibitors. hit rate 8.8% among 350,000; further: potency means the concentration at half of the fitted maximal effect; on the % scale 0 is the no-effect control and ±100 the full control effect; nearly all actives have a fitted effect of over 75% in size
Target sequence (Q96KQ7 913-1193 limits assumed): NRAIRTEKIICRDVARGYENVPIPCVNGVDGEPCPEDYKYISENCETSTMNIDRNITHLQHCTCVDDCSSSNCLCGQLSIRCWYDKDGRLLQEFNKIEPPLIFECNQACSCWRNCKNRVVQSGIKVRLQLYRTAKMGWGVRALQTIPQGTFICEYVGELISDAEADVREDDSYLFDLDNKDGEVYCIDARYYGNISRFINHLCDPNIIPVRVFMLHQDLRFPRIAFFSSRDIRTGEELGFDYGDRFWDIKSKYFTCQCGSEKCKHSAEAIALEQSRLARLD
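Readings reflect AlphaScreen signal from monomethyl-H3K9 antibody detection. HMT at 20 nM; substrate b-H3K9 500 nM; cofactor SAM 20 uM; 2 h RT reaction; compounds tested as titrations in qHTS with 15 min preincubation.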
GLS inh: inhibitors of human glutaminase (GLS) | GLS enzymatic activity, qHTS titration | hit rate 0.21% among 410,000 | O94925 | Potency, µM (highest dose often 45.5 µM), without a hit: at the highest dose activity change, negative = inhibition, hits mostly inhibitors; further: potency means the concentration at half of the fitted maximal effect; on the % scale 0 is the no-effect control and ±100 the full control effect
Target sequence (O94925 whole entry, looked up): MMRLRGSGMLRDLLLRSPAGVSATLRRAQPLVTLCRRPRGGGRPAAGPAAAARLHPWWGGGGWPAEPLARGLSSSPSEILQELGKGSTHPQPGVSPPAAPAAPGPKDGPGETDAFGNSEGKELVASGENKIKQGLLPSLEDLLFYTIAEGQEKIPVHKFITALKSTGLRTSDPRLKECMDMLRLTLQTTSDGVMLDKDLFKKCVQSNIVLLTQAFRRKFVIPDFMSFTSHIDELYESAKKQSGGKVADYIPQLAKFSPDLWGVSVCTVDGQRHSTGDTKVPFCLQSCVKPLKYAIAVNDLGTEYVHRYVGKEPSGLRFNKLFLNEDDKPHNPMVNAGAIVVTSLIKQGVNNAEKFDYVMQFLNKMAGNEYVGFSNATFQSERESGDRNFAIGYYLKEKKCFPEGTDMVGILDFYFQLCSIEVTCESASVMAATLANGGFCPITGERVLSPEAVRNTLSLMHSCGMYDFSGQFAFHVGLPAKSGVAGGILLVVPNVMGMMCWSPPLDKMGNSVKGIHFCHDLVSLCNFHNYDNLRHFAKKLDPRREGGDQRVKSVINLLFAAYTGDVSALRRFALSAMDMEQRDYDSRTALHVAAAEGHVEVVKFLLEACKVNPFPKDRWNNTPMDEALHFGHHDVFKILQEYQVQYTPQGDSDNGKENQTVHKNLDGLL
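hKGA; 45 mM KH2PO4 pH 8.2 + 0.02% Tween-20; cpd via pin tool; 1 mM Gln soln; GluOx/HRP/Amplex Red; RT 30 min; fluor. t0 & final.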
The depositor's hits bear a star; i = inactive; ? = inconclusive; nt = not tested or not shown; [ ] = remark or other dose. Unless noted, the call rests on the fitted dose curve; in most records, active means well fitted curve in the direction sought with a large enough effect; inconclusive means small, poorly fitted or top-dose-only effect, or another doubt; inactive means no such curve, though single readings can be large; an effect the other way counts as inactive or inconclusive. Not all compounds are listed (hit frequency here may not be typical).

Each structure is followed by: BAZ2B block, G9a inh, JMJD2A Tudor inh, Pin1 inhibitor, PI4K2A inh, HP1b binding inh, GLS inh, Tb PGK inh, POLH inh
1. Cc1ccc(C)c(N2CCN(S(=O)(=O)c3cc4c(cc3C)NC(=O)CO4)CC2)c1
→ -7%, nt, 0%, 2%, 1, 27%, 1%, i, -6%
2. O=C(COc1ccc(Cl)cc1)NCc1nnc2c3ccccc3c(-c3ccccc3)nn12
→ -23%, 4%[59 µM], -34%, 6%, 3, 22%, 0%, nt, -16%
3. CCOc1ccc(CCNC(=O)c2nnc(Cc3ccc(F)cc3)o2)cc1OCC
→ -6%, -2%, -8%, -5%, 1, 63%[activator], 1%, -7%, -6%
4. COc1ccc(S(=O)(=O)N2CCOCC2)cc1NC(=O)COC(=O)C1=COCCO1
→ -4%, -5%[12.7 µM], -15%, -1%, -11, 34%, 2%, -10%, -20%
5. O=C(NCCCN1CCOCC1)C(=O)NCC1OCCN1S(=O)(=O)c1cc(F)ccc1F (centres undefined)
→ -1%, 47%, -15%, 0%, -5, 24%, 2%, -8%, -14%
6. COc1ccc(NC(=O)Nc2nnc(-c3ccccc3SCc3ccccc3)s2)cc1
→ -7%, -16%, -17%, 3%, -2, 29%, 0%, -6%, -3%
7. COc1ccccc1NC(=S)NCCC(c1ccccc1)c1ccccc1
→ -14%, 56%[activator][59 µM], -22%, ?, 7, 20%, 1%, 1%, -6%
8. Fc1cnc(N2CCOCC2)nc1N1CCOCC1
→ -15%, 7%, -7%, 1%, -2, 40%[activator], -13%, -5%, -3%
9. COc1ccc(S(=O)(=O)N2CCCCCC2)cc1NC(=O)Cc1cccc(C(F)(F)F)c1
→ nt, nt, nt, nt, 1, nt, 2%, -9%, -22%
10. CC(C)CN1CCNC(=O)C1CC(=O)N(C)CC1CCOCC1 (centres undefined)
→ -17%, 13%[12.7 µM], ?, -13%, -10, 15%[57 µM], -15%, -6%, -8%
11. COc1ccc(C(CNS(=O)(=O)c2cccc(F)c2)N2CCCC2)cc1 (centres undefined)
→ nt, nt, -28%, -2%, -2, 3%, 2%, -1%, -2%
12. CC[n+]1c(C=C2C=C(C)OC(C)=C2)sc2ccccc21
→ -31%, -24%, -23%, 31%[activator], 0, 33%, -18%, -4%, -24%
13. Cc1cccc(NC(=O)CCSc2ccccn2)c1
→ 8%, -24%[59 µM], 2%, -7%, 6, 21%, 2%, 5%, -6%
14. Cc1occc1C(=O)NCCCCc1ccccc1
→ -31%, -20%[12.7 µM], -6%, -12%, 1, 37%[activator], 9%, 5%, -13%
15. CCCCN(CC)C(=O)c1cc2c(=O)[nH]c3ccc(C)cc3c2s1
→ 9%, 12%, -13%, 6%, -1, 31%, 2%, -7%, -5%
16. COc1ccnc(Oc2ccc(C)cc2)c1C#N
→ 2%, -4%[59 µM], -4%, 2%, 7, 16%, 4%, -6%, -14%
17. COc1cc2c(cc1OC)C(c1cccs1)N(C(=O)C(C)C)CC2 (centres undefined)
→ 5%[57.1 µM], 0%, -6%, -1%, -3, 31%[activator], nt, -9%, -2%
18. COc1ccc(/C=c2\sc3nc(=O)c(C)nn3c2=O)c(OC)c1
→ -21%, ?, -9%, 30%, -5, 25%, -1%, 9%, 15%
19. COc1cc(/C=C2\SC(=S)N(CCCCC(=O)O)C2=O)ccc1OS(=O)(=O)c1ccc(C)cc1
→ 35µM*, ?, 50µM*, nt, -1, ?, 2%, -10%, ?
20. CCOC(=O)C1CCCN(C2CCN(Cc3nc(Cc4ccccc4)no3)CC2)C1 (centres undefined)
→ 6%, -31%, -14%, -2%, 1, 19%, -6%, i, -14%
21. O=C(NCCC(=O)N(CCc1ccccc1)Cc1ccccc1)c1ccccc1Cl
→ 12%, -16%, -12%, 3%, -3, 40%[activator], 1%, -7%, -11%
22. c1csc(-c2cc(N3CCCCC3)c3ccccc3n2)c1
→ 92%[activator], 287%[activator], 117%[activator], 3%, 2, 159%[activator], -7%, -1%, -20%
23. CC1CC(=O)NC(=O)N1Cc1ccccc1 (centres undefined)
→ nt, nt, 3%, -2%, 2, 7%[57 µM], 1%, -3%, -10%
24. Cc1ccnc(NS(=O)(=O)c2ccc(NS(C)(=O)=O)cc2)n1
→ -20%, 6%, -1%[11.4 µM], -6%, 4, 54%[activator], -4%, -5%, -5%
25. Cc1cc(/C=N/NC(=O)c2ccoc2C)cc(C)c1O
→ nt, nt, nt, nt, -15, nt, 8%, -2%, 4%
26. Cc1noc(COc2ccc(OCc3nc(C)no3)cc2)n1
→ 5%, -10%, 19%, -2%, -11, 52%[activator], -7%, -8%, -20%
27. COc1cccc(OC)c1NC(=O)Cn1nc(C)c2ccccc2c1=O
→ 4%, nt, ?, 0%, 0, -5%, -5%, 6%, -7%
28. CC(C)c1nn2c(=O)cc(COC(=O)C3CCCCC3)nc2s1
→ -3%, 12%[59 µM], -9%, 0%, 3, 28%, 0%, 6%, -16%
29. O=C(Nc1nc2ccccc2[nH]1)C1CCCC1
→ ?, -21%, -23%, -1%, -7, 6%, -1%, 1%, 4%
30. CC1CCCCC1NC(=O)CN(C)S(=O)(=O)c1ccc2c(c1)CCC(=O)N2 (centres undefined)
→ 0%, nt, -12%, 1%, -1, 33%, 0%, i, -22%
31. COc1cccc(C2c3[nH]c4ccccc4c3C[C@H]3C(=O)N(CCCO)CC(=O)N23)c1OC (some centres undefined)
→ -4%, 16%, -20%, -3%, 5, 10%, 4%, -14%, -24%
32. C[C@H](CO)N1C[C@H](C)[C@@H](CN(C)S(=O)(=O)c2cn(C)cn2)Oc2ncc(Br)cc2C1=O
→ nt, nt, nt, nt, 0, nt, -3%, -6%, -13%
33. COc1ccc(S(=O)(=O)Nc2cc3c(cc2C(C)=O)OCO3)cc1
→ -5%, nt, 4%, 2%, 4, 50%[activator], 9%, 8%, -4%
34. Cn1c(SCc2ccc(Cl)cc2)nc(C(F)(F)F)cc1=O
→ 8%, 2%, 10%, 1%, 0, 44%[activator], 3%, 1%, -21%
35. CC(=O)c1ccc(S(=O)(=O)Nc2cccc(-c3ccc(N4CCOCC4)nn3)c2)cc1
→ -35%, -20%, -12%, 2%, -5, -10%, 15%, i, ?
36. CC(=O)N1CCc2cc(S(=O)(=O)C(C)CC(=O)Nc3ccc(OC(F)(F)F)cc3)ccc21 (centres undefined)
→ -11%, 9%[59 µM], -11%, -9%, -3, 35%, -10%, -2%, -5%
37. CCn1c(-c2ccccc2Cl)nn(CC(=O)Nc2cc(Cl)ccc2Cl)c1=S
→ 8%, 28%, -6%, 4%, 9, 8%, 7%, -3%, -2%
38. CCOC(=O)c1c(C)c(-c2ccccc2)n(CC(=O)Nc2cccc(F)c2)c1C
→ -6%, 2%[59 µM], -20%, 20%, -1, 2%, -6%, -1%, ?
39. CC(C)(C)NC(=O)CSc1nnc(-c2ccccn2)n1Cc1ccccc1
→ ?, 41%[activator][12.7 µM], -12%, -12%, 2, -7%, -10%, -2%, -5%
40. NC(=S)Nc1nccc(-c2cccs2)n1
→ -5%, ?, -10%, 10%, -2, 44%[activator], 4%, -2%, -4%
41. Cc1ccc2c(Cl)c(C)c(N3CCOCC3)nc2n1
→ nt, nt, -5%, -4%, 1, 35%, 13%, 2%, 10%
42. CC(=O)Nc1ccc(S(=O)(=O)Nc2nc3cc4c(cc3nc2Cl)OCCO4)cc1
→ -7%, nt, -17%, -8%, -7, 15%, 50%[activator], -4%, -18%
43. CC(=O)Nc1ccc(S(=O)(=O)NCC2CCC(C(=O)NCCC(C)C)CC2)cc1 (centres undefined)
→ 9%, 45%[12.7 µM], 8%, -2%, -14, 26%, 7%, -14%, 5%
44. Cc1cc(C)c(/C=C/c2onc(C)c2S(=O)(=O)N2CCC(C(=O)NCc3ccco3)CC2)c(C)c1
→ -10%, -9%[59 µM], -28%, 5%, 0, 6%[57 µM], 3%, 10%, -20%
45. O=c1[nH]c2ccccc2c(O)c1SCCO
→ 50µM*, nt, 22µM*, 8%, -3, 7%, 9%, 2%, 3%
46. CC1=NNC(=O)C1CC(=O)N/N=C/c1ccc(C)o1 (centres undefined)
→ -19%, 3%, 6%, -4%, 2, 18%, ?, 3%, -28%
47. O=S(=O)(CCSc1ccc(C(F)(F)F)cn1)c1ccccc1
→ 0%, 54%[activator], 12%, 1%, 0, 77%[activator], -10%, i, -10%
48. CC(=O)N1c2ccccc2C(C)(c2ccccc2)CC1(C)C (centres undefined)
→ 7%, 13%, 7%[11.4 µM], 0%, 9, 6%, 5%, 9%, -19%
49. O=C(C1CCN(S(=O)(=O)c2cccs2)CC1)N1CCN(c2ccccc2O)CC1
→ 8%, -9%[12.7 µM], -16%, -2%, -3, 11%, 28%, 5%, -12%
50. CCS(=O)(=O)N1CCN=C1SCc1ccc(F)cc1
→ -2%, 22%, -11%, -1%, -3, 33%, 2%, -7%, -17%
51. O=S(=O)(NCCOc1ccc(F)cc1)c1ccc2c(c1)OCCO2
→ 6%, -12%[59 µM], 0%, -6%, 0, 14%, -7%, -2%, -16%
52. CCOC(=O)CCCN1CC(O)=C(c2nc3ccccc3s2)C1=N
→ -14%, 0%, -6%, 8%, -2, 40%[activator], -2%, -3%, -18%
53. CC(C)OCCCN1C(=O)c2[nH]nc(-c3ccccc3O)c2C1c1ccc(OCc2ccccc2)cc1 (centres undefined)
→ -30%, -9%[59 µM], ?, -3%, -5, 4%, 6%, i, -20%

Compound activity as filed in PubChem.
